Bioassay records from PubChem BioAssay.
IEC-6 tox = IEC-6 cytotoxicity, counter-screen for KLF5 inhibitors; luminescence viability; inhibition, % at 5 µM; 290,000 compounds, 0.78% hits; in the data active means inhibition above about 22%;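 further: 0% = plate median of test compound wells and 100% = cytotoxic reference compound wells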
HSF1 inhib = HSF1 inhibition. NIH3T3-HGL HSE-luciferase, MG132-induced, luminescence 8 h; stronger effect = lower value. activity change, negative = inhibition, % at 7.5 µM (by protocol). AID 2098. 300,000 compounds, 0.77% hits;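 active means more than half of replicate wells show activity change below -50%, luminescence cut by over half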;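 further: luciferase reports HSF-1 transcriptional activity via heat shock element; 0% = median of DMSO wells and -100% = zero luminescence signal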
PolyA inhibitor = blocks polyadenylation in yeast reporter cells; S. cerevisiae SKY197-pL101 polyadenylation reporter, beta-gal luminescence; efflux-impaired pdr1/pdr3 knockout yeast; score 100 = 6 SD above DMSO; calls only at 12 µM; 300,000 compounds, 0.02% hits;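 active means lowest replicate activity score at least 50, where 100 means six control SD above control mean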;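 further: yeast exposed to compound for 9 h at 30 °C; higher score means more reporter readthrough which indicates perturbed polyadenylation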
KLF5 inh = kruppel-like factor 5 inhibition; inhibition, % at 5 µM; 290,000 compounds, 0.23% hits; AID 1700; DLD-1 KLF5 promoter-luciferase reporter, luminescence;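 active means inhibition above a per-plate limit of that plate's mean compound inhibition plus 3 SD, cut at about 60% in these data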;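 further: 0% = DMSO wells and 100% = LY294002 at 200 µM; higher means less KLF5 promoter-driven luciferase light; inactives centre near -14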
GSK3 alpha inh = inhibitors of human GSK-3 alpha kinase | inhibition, % at 10 µM | P49840 | ADP-Glo luminescence, 60 min | 320,000 compounds, 0.1% hits;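 in the data active means inhibition above about 50%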;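 further: GST-tagged GSK-3 alpha with peptide substrate and 25 µM ATP; 0% = DMSO neutral wells and 100% = GW8510 positive control wells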
Target sequence (P49840 whole entry, looked up): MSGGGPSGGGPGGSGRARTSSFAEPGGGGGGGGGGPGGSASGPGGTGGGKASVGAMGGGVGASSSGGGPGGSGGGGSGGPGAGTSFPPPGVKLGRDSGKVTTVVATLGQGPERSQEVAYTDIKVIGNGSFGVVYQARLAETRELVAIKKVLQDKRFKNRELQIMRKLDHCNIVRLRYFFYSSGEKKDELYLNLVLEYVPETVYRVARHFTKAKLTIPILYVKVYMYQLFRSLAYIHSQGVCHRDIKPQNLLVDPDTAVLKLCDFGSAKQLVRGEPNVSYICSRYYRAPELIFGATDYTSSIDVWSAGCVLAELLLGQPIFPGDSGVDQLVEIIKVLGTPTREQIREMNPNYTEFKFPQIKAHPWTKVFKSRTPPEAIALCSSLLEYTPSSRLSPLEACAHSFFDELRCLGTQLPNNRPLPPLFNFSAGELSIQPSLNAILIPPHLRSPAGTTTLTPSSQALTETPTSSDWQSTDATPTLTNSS
HSP90 inh = inhibitors of HSP90 luciferase refolding in rabbit reticulocyte lysate | luciferase refolding luminescence, 3 h | inhibition, % at 5.6 µM | 290,000 compounds, 0.91% hits;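 active means inhibition above the screen-wide mean plus 3 SD, computed separately per campaign, cut at about 16% in these data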;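 further: 0% = DMSO wells and 100% = 60 µM geldanamycin wells; inhibitors lower the luminescence because luciferase stays unfolded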
aSyn 5UTR inh = 5' untranslated region of α-synuclein, MLPCN primary screen | alpha-synuclein 5'UTR reporter, inhibitor activity | inhibition, % (tested at 7.5 µM) | 300,000 compounds, 0.82% hits; in the data active means inhibition above about 60%;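 further: H4 neuroglioblastoma cells stably carrying SNCA 5'UTR luciferase fusion; 0% = DMSO wells and 100% = positive control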
GSK3beta inhib = blocks human GSK3beta kinase activity | P49841 | GST-GSK3beta kinase, ADP-Glo luminescence, 60 min; stronger effect = lower value | activity score (negative = inhibition), % at 10 µM | 300,000 compounds, 0.038% hits;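 active means more than half of replicate wells score below -50%, meaning over 50% inhibition versus plate controls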;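 further: 0% = median DMSO wells and -100% = median GW8510 positive control wells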
Target sequence (P49841 whole entry, looked up): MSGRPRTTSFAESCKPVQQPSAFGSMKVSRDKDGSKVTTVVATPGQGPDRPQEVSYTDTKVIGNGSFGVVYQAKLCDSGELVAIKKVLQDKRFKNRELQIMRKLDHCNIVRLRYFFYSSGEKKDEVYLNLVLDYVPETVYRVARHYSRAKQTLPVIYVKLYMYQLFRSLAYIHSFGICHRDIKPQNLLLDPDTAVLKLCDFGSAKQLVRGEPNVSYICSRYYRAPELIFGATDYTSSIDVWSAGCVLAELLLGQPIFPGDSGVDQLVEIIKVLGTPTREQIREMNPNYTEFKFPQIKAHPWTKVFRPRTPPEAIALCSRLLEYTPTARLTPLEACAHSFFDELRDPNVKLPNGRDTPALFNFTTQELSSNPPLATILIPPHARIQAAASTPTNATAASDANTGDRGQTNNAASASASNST
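test system = GST-tagged human GSK3beta kinase, cell-free | reagent = 25 µM ATP with peptide substrate | dosing = one dose of 10 µM per compound | schedule = 60 min reaction, RT | detection = luminescent ADP-Glo measurement of ADP formed | control set = DMSO neutral wells and GW8510 at 20 µM as positive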
HSF1 activator = increases HSF-1 driven luciferase reporter signal. 300,000 compounds, 1.7% hits. AID 504408. activation, % at 9 µM. NIH3T3-HGL HSF-1 luciferase reporter, MG132, 8 h; 100% = twice DMSO control signal;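 active means mean replicate activation of at least 50% with a set share of replicates each reaching 50%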;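 further: 0% = median of the neutral control wells and 100% = twice that signal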
AI-2 QS mod = modulators of Vibrio harveyi AI-2 quorum sensing system. Vibrio harveyi JMH597 AI-2 luminescence/OD600 ratio, 9 h; stronger effect = lower value; strain lacks LuxN and CqsS sensors; 0 = neutral-control median. activity change, % at 7.5 µM. 300,000 compounds, 0.4% hits. AID 2094; in the data active means activity change below about -75%, passing the limit was not always enough;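 further: luminescence divided by OD600 gain over 9 h not by final OD600 alone; inactives centre near 13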
The depositor's hits bear a star; i = inactive; x = no result given; & = joins results of further samples. An excerpt; the hit share may differ from the screen's.

Value order – IEC-6 tox, HSF1 inhib, PolyA inhibitor, KLF5 inh, GSK3 alpha inh, HSP90 inh, aSyn 5UTR inh, GSK3beta inhib, HSF1 activator, AI-2 QS mod
> CCOc1ccc(CNc2ncc(-c3ccccc3)n2C)cc1
    -2, -4, i, -29, -1, 0, -6, -4, -3, 3
> CC(C)CCNc1nc(-c2ccco2)c2c(c1C#N)CCCC2
    1, -2, i, -11, 0, 7, 27, -1, -7, 17
> Cc1nc2c(C)cccn2c1/C(O)=C1\C(=O)C(=O)N(CCN2CCOCC2)C1c1ccncc1 (stereo unspecified)
    -8, 5, i, -41, -1, -4, -5, -5, 8, 31
> O=c1cc(CN2CCN(Cc3ccccc3)CC2)c2cc(O)ccc2o1
    -4, -5, i, 12, 5, 1, -11, 0, 5, 18
> CCCCCNC(=O)c1cccnc1SCC(=O)Nc1ccccc1OC
    7, -7, i, -6, 1, 1, -6, -1, 0, 16
> Cn1cc(Br)c(C(=O)N2CCCCCC2)n1
    -2, -11, i, -8, x, 2, 2, 1, -2, 2
> O=C(COC(=O)c1ccccn1)c1ccc(Br)cc1
    7, 1, i, -14, -2, -2, -16, 1, 27, 9
> CC(C)(C)c1csc(N(CCC#N)CCC#N)n1
    1, -1, i, -4, x, 2, -21, 1, 5, 26
> CCCn1c(SCC(=O)N2CCCC(C)C2)nnc1-c1cccnc1 (stereo unspecified)
    2, 4, i, -22, -1, 3, 4, -1, 15, 29
> O=C(NCCc1ccccc1)C(c1ccccc1)N(C(=O)c1csnn1)C1CC1 (stereo unspecified)
    1, -1, i, -11, 0, -1, 10, 1, 6, -3
> CC(=O)c1cccc(NC(=O)C(C)OC(=O)c2cccc(-n3cnnn3)c2)c1 (stereo unspecified)
    x, -2, i, x, 3, x, -4, 1, 12, 21
> COc1cccc(Cn2c(NCc3cccnc3)nc3c2c(=O)n(C)c(=O)n3C)c1
    88*, -1, i, 84*, x, -1, 71*, -4, 7, 15
> Cc1ccc(NC(=O)Nc2ccon2)cc1Cl
    6, 5, i, -34, 0, -1, -32, -1, 7, 20
> Cc1nc(SCC(=O)c2ccccc2)n[nH]1
    3, -8, i, -20, 0, -2, -22, 3, 7, 10
> Cc1ccc2c(c1)C(=O)C(=O)N2CCOc1ccccc1
    91*, 1, i, -38, -2, 21*, -50, 1, -12, 3
> Cc1nn(-c2ccccc2)c2sc(-c3nnc(SCC(=O)O)o3)cc12
    -7, 2, i, -25, -4, -4, -4, -19, 5, 33
> O=C(O/N=C(\c1ccccc1)c1ccccn1)c1cccc2ccccc12
    -9, 5, i, -12, -1, -5, -1, 1, -4, 27
> CCCC(=O)Nc1ccc(Cl)c(NC(=S)NC(=O)c2ccco2)c1
    8, 7, i, -51, 0, 3, 10, 5, -7, 10
> CC(=O)N1CCN(CC(=O)Nc2ccccc2Sc2ccccc2)CC1
    -3, 2, i, -15, -1, 4, 4, 5, 5, 14
> CC(=O)Nc1ccc(C(=O)NCCc2ccccc2)cc1
    7, 17, i, -103, -2, 5, -131, -3, 13, -24
> COc1ccc2c(c1)C1CC(C)(NC(=O)C1S(=O)(=O)c1ccc(F)cc1)O2 (stereo unspecified)
    -8, -11, i, -33, -2, 3, 2, 0, -1, 29
> Cc1ccc(C(C)C)cc1OCCCCN1CCCC1
    -2, -3, i, -28, x, -5, -2, 0, 4, 27
> Oc1ccc2ccccc2c1/C=N/Nc1ccccc1
    0, 0, i, -21, 2, -3, -42, -2, -3, 1
> COc1ccc(C/C(N)=N/OC(=O)C(c2ccccc2)c2ccccc2)cc1OC
    -3, 0, i, 0, 0, 1, -20, 1, 1, 23
> COc1ccc(-c2csc(N3CCN(S(=O)(=O)c4ccc5c(c4)NC(=O)CO5)CC3)n2)cc1
    4, 6, i, -5, -2, 6, 42, 3, -1, 9
> CCc1nnc(NC(=O)COc2ccc3ccccc3c2)s1
    2, 0, i, 8, -3, 4, 31, x, 15, x
> CCCOc1ccc(/C=C/C(=O)Nc2ccc([N+](=O)[O-])cc2C)cc1OC
    -3, -8, i, -2, -4, -1, 8, 3, -18, 21
> C/C(=C/C#N)Nc1ccc(C)cc1
    -2, -2, i, -2, -3, -1, -10, -4, -11, 6
> COC(=O)c1ccccc1NC(=O)CN1CCC(C(=O)c2ccc3c(c2)OCCO3)CC1
    -2, -3, x, -14, -2, 2, 17, 5, 0, 4
> CC(C)(C)CC(C)(C)NC(=O)/C=C/C(=O)O
    -5, -6, i, -10, -1, 2, -18, 5, -19, 7
> Cc1nn(Cc2ccc(F)cc2)c(C)c1NC(=O)c1cccnc1Cl
    -1, -6, i, -11, 8, 4, 2, 1, -2, 23
> O=C(CNc1cccc(F)c1)N1CCc2ccccc2C1
    2, 7, i, -118, -1, -2, -195, 1, 19, 5
> COc1ccc(-c2csc(-c3ccc(C(=O)O)cc3)n2)cc1
    19, 13, i, -117, 13, 19*, -160, 2, 43, 27
> Cc1ccccc1NS(=O)(=O)c1c(C(=O)N2CCCCCC2)c(C)n(C)c1C
    0, -2, i, -11, 1, -2, 1, 0, -2, 12
> COc1ccc(-c2n[nH]c(C)c2-c2cnn(-c3ccccc3)c2)c(O)c1C
    1, -3, i, -49, -3, -1, 23, -1, 26, 39
> CC(C)(C)C(=O)Nc1ccc(NC(=O)c2ccco2)nc1
    2, -91*, i, 94*, 1, 91*, 102*, 0, -91, 13
> Cc1cnc(NC(=O)C2=C(O)c3ccccc3S(=O)(=O)N2C)s1
    -4&-5, -38&1&2, i, -9&-19, 1&-4&1&-2, 1&-5, -18&1, -1&-1&6, -50&1&6, 19&23&13
> CC/C(=N/Nc1ccc(Cl)cc1)c1cnnc(SC)n1
    1, -8, i, -3, x, 0, -15, -2, -9, 15
> CC(C)C(=O)Nc1nnc(-c2ccccc2)o1
    -5, -3, i, -38, 1, 0, -3, 1, -11, 0
> Cc1cc(C)n(S(=O)(=O)c2cc(Cl)ccc2Cl)n1
    -3, 1, i, -16, 1, -2, 26, -3, 15, 10
> CCc1ccc(OCC(=O)N(C)C)c(Br)c1
    4, -8, i, -7, -3, 1, 7, 0, -11, 25
> CS(=O)(=O)c1ccc(Cl)c(NC(=O)c2cccc(Br)c2)c1
    0, 2, i, -23, 9, 8, 26, 0, 12, -12
> CCN(CC)C(=O)CSc1ncnc2c1nnn2-c1ccc(F)cc1
    -4, x, i, -21, 2, -2, 15, 1, x, 22
> C/C(Cn1cnc([N+](=O)[O-])n1)=N\NC(=O)c1ccc(Br)cc1
    -5, -8, i, -12, 1, -6, 3, -1, 3, 24
> CC(C)c1ccc(N2C(=O)CC(NNC(=O)c3ccccc3Cl)C2=O)cc1 (stereo unspecified)
    5, -8, i, -28, -3, -1, 1, 2, -8, 16
> O=C(CSc1nc(O)c(Cc2ccccc2)c(=O)[nH]1)c1ccccc1
    7, -9, i, 2, -2, 2, -63, 3, -9, 13
> CCOC(=O)CCc1c(C)c2ccc(OC3CCCCC3=O)c(C)c2oc1=O (stereo unspecified)
    10, -5, i, -93, -1, 2, -55, 4, -3, 23
> Cc1noc(/C=C/N(C)C)c1S(=O)(=O)N1CCCC(C(=O)NC(C)c2ccccc2)C1 (stereo unspecified)
    1, -3, i, -28, 1, 0, 22, 0, 3, 10
> O=C(Nc1ccc(Cl)cc1)C1CCN(C(=O)NC2CCCCC2)CC1
    8, 0, i, -7, 0, -4, 5, 4, 1, 22
> C[C@@H](C(=O)Nc1ccc2ccccc2c1)[C@@H]1C[C@@]1(C)[C@@H](N)c1ccccc1
    x, -4, i, x, -2, x, -18, 1, 7, 10
> Cc1[nH]c(=O)[nH]c(=O)c1/C=N\NC(=O)CCc1ccc(OC(C)C)cc1
    -10, 7, i, -36, -3, -2, 8, -4, 1, 8
> Cn1c2ccccc2n2c(=O)cc(-c3ccccc3)c(C#N)c12
    -1, -1, i, -30, -8, 2, -37, 4, 17, 14
> CCN(CC)S(=O)(=O)c1ccc(NC(=S)Nc2ccccc2)cc1
    -3, 8, i, -16, 1, -6, -1, -3, 33, 15
> CCOc1ccc(C(=O)NC(=S)Nc2ccc(N3CCC(C)CC3)cc2)cc1[N+](=O)[O-]
    3, -13, i, 9, x, 0, -47, -1, -14, 39
> CC(C)(C)SCCNC(=O)CN1C(=O)c2ccccc2S1(=O)=O
    -2, -2, i, -17, -5, -2, 11, 2, 4, 11
> CCC(C)(C)n1nnnc1C(c1ccc(Cl)cc1)N1CCN(C)CC1 (stereo unspecified)
    3, -9, i, 19, 2, 0, -9, -1, -16, 23
> COc1ccc(C(=O)NC(=S)Nc2ccc(N3CCOCC3)cc2)cc1Cl
    4, -4, i, -52, 0, -1, -35, 2, 1, 41
> COC(=O)c1c(C)noc1-c1snnc1C
    -8, -10, i, -12, -4, -2, -9, 0, 3, 22
> CCc1c(C)nc2[nH]nc(-c3ccccc3)n2c1=O
    0, x, i, -28, 0, 0, x, 1, x, 7
> Cc1nn(-c2cc(N3CCCCC3)ccc2N)c(=O)c2ccccc12
    -7, -6, i, -31, 0, -4, -5, 0, 1, 6
> Cc1nc([N+](=O)[O-])cn1Cc1cccc([N+](=O)[O-])c1
    -2, 0, i, -20, 0, 2, -13, -5, -12, 25
> CCc1cc(=O)oc2c3c(cc(OCC(=O)NCc4ccccn4)c12)OC(C)(C)CC3
    5, -6, i, -17, -5, -3, 38, -1, -4, 3
